Furin inh: human furin inhibitors, primary screen, biochemical, fluorescence intensity | inhibition, % at 30 µM | purified furin, fluorogenic substrate cleavage | 0.061% of 220,000 active | P09958; in the data active means inhibition above about 25%; further: inactives centre near -15
NCF1 inh: p47phox/p22phox peptide binding inhibitors, primary screen, biochemical, uHTS, NADPH oxidase regulatory subunit; Neutrophil cytosol factor 1 (Homo sapiens), P14598; fluorescence polarization, 2 h; inhibition, % at 24.7 µM; 0.53% of 220,000 active;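 further: 0% = p47phox with labelled peptide and 100% = labelled peptide alone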
eIF4E-4G inh: eIF4E–eIF4G protein interaction inhibitors, primary screen, biochemical, uHTS, TR-FRET, eIF4GI fragment | 0.37% of 220,000 active | Eukaryotic translation initiation factor 4E (Mus musculus) + Eukaryotic translation … | AID 782, 2007 | inhibition, % at 21.7 µM | TR-FRET eIF4E-eIF4GI(517-606) binding, 2 h;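 further: 0% = full FRET control wells and 100% = background wells lacking eIF4GI fragment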
hK5 inh: human KLK5 protease inhibitors, primary screen, biochemical, 1536-well; Kallikrein-5 (Homo sapiens), Q9Y337; recombinant hK5, fluorogenic AMC substrate cleavage; inhibition, % at 5 µM; 0.59% of 210,000 active;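 active means inhibition of 40% or more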;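 further: 0% = enzyme controls without compound and 100% = no-enzyme blanks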
thrombin 1536: human alpha-thrombin inhibitors, primary screen, counter-screen for coagulation protease inhibitor project, biochemical, 1536-well, fluorogenic AMC substrate | Prothrombin (Homo sapiens), P00734 | Boc-VPR-AMC fluorogenic substrate cleavage | inhibition, % at 5 µM | 0.26% of 220,000 active | AID 1046, 2008;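 active means inhibition at or above 40%; inactive means inhibition below 40%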;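 further: 0% = enzyme with no compound and 100% = wells without enzyme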
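Material: human alpha-thrombin protein; Also added: Boc-VPR-AMC substrate, 15 µM final; Timing: enzyme reaction carried out at room temperature; Signal: fluorescence, ex 355 nm, em 460 nm; Measure: % inhibition of thrombin; Controls: enzyme without compound as high, wells lacking enzyme as low.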
EBV gp42 block: Epstein-Barr virus gp42 inhibitors, primary screen, biochemical, uHTS, fluorescence polarization; AID 1085, 2008; 0.42% of 220,000 active; Glycoprotein 42 (Epstein-Barr virus (strain AG876)), Q1HVG2; Fluorescence polarization binding assay, mP read-out; inhibition, % (tested at 21.74 µM); in the data active means inhibition above about 50%
14-3-3 Bad PPI: inhibitors of 14-3-3 zeta/Bad binding, primary screen, biochemical, TR-FRET, bovine 14-3-3 zeta | 14-3-3 protein zeta/delta (Bos taurus), P63103 | TR-FRET 14-3-3zeta/Dy647-pBad peptide displacement, 1 h | inhibition, % at 21.7 µM | 0.71% of 220,000 active;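 active means inhibition above about 70%, limit read from the data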;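 further: 0% = full 14-3-3 plus peptide FRET controls and 100% = background without 14-3-3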
KCC2 mod: KCC2 cotransporter modulators, thallium flux, primary screen, cell-based, HEK293 KCC2, FluoZin-2 fluorescence, MLSMR; 2.2% of 190,000 active; Solute carrier family 12 member 5 (Homo sapiens), Q9H2X9; B-score of Tl+ flux slope (higher = more flux/activation; lower = inhibition) at 10 µM; AID 1456, 2008; KCC2 cells, thallium flux FluoZin-2 fluorescence;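 active means thallium flux slope and its plate-corrected score both differing from the plate sample mean at a set confidence after two filtering rounds, in either direction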;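 further: slope of fluorescence scaled to starting intensity during 10 to 20 s after thallium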
Target sequence (Q9H2X9 whole entry, looked up): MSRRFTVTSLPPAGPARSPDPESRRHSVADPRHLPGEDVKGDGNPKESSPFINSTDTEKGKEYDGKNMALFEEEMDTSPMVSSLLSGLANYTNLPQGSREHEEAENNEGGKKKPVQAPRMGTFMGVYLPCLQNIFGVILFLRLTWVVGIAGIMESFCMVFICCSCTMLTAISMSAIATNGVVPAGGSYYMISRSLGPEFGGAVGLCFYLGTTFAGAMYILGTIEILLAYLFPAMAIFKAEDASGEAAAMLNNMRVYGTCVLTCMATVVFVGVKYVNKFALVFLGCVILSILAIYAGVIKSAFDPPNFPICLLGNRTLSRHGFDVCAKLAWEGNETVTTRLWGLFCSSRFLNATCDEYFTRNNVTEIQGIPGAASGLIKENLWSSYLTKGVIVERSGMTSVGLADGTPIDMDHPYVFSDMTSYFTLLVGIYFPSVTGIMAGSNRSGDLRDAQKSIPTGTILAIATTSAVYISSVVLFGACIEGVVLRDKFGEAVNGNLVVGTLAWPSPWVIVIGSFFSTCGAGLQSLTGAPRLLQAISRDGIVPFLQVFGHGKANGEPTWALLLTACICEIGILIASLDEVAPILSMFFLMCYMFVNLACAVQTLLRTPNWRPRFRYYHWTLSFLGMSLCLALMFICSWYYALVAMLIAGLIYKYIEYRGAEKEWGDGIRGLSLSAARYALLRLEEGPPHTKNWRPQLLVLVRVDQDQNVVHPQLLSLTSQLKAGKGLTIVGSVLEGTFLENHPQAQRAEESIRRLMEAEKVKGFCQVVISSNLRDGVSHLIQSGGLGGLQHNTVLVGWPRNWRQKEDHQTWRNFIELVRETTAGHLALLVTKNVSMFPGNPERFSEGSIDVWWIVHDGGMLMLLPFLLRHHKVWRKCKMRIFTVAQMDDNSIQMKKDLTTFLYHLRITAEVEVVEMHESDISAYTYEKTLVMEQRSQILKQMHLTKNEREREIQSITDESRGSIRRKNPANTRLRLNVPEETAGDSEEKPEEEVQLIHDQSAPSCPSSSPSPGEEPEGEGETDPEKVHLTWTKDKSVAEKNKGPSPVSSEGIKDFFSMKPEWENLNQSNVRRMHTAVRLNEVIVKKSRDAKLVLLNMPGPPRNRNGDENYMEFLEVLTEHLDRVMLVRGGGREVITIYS
Rad51 HR inh: human RAD51 strand exchange inhibitors, primary screen, biochemical, fluorescence. DNA repair protein RAD51 homolog 1 (Homo sapiens), Q06609. hRad51 DNA strand exchange, fluorescence dequenching. inhibition, % at 10 µM. 0.085% of 200,000 active. AID 1385, 2008;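 active means inhibition above 40% at the single screening dose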;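 further: 0% = DMSO control wells and 100% = blanks with heterologous ssDNA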
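Assay system: Human Rad51 nucleoprotein filaments preassembled on unlabelled ssDNA | Reagent: Donor/quencher-labelled 47-bp dsDNA substrate | Doses: One concentration, 10 µM final | Times: 37 °C 15-min filament assembly, 30-min compound preincubation, 15-min exchange | Technique: Fluorescein emission 520 nm, excitation 485 nm | Benchmarks: Plate control and blank wells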
Starred values were filed as active, the others as inactive; . = no result given; [ ] = dose if it differs, or a comment.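 How the source made its calls, unless noted: active means inhibition above about 30% (limit read from the data); inactive means the rest.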

Every second line gives: Furin inh | NCF1 inh | eIF4E-4G inh | hK5 inh | thrombin 1536 | EBV gp42 block | 14-3-3 Bad PPI | KCC2 mod | Rad51 HR inh
> CCOCCCN1CN(S(=O)(=O)c2ccc(Cl)cc2)c2nc3ccccc3nc21
 : -35[20 µM] | -28 | 5 | -17 | -1 | 8 | -3 | -0.072 | -2
> Cc1c(C(=O)NC(=S)Nc2ccccc2N2CCCC2)cccc1[N+](=O)[O-]
 : -13 | -10 | 12 | -7 | -7 | -15 | -11 | 13* | 8
> Cc1sc2nc(SCC(=O)N(CCO)CCO)n(C3CCCCC3)c(=O)c2c1C
 : -26 | -5 | 4 | -10 | 7 | -4 | 7 | 0.57 | -14
> CCCN(Cc1cc2cc(C)ccc2[nH]c1=O)C(=O)c1cccc(OC)c1
 : -25[20 µM] | -11 | 11 | -15 | 5 | 6 | 3 | 0.35 | -10
> CCSc1nc2c(c(=O)[nH]1)C(c1ccncc1)C(C(=O)OC)=C(C)N2 (stereo unspecified)
 : -3 | -10 | -1 | -25 | 3 | -22 | -8 | -0.28 | 0
> COC(=O)Cn1c(SCc2ccccc2)nc2ccccc21
 : -19[20 µM] | 10 | 6 | -7 | -3 | 7 | 21 | -1.1 | 13
> Cc1cc2oc(C(=O)NCc3ccc(S(N)(=O)=O)cc3)c(C)c2cc1C
 : -15 | -2 | -3 | 0 | -13 | 5 | -8 | 0.37 | 3
> NS(=O)(=O)c1cc2c(cc1C(F)(F)F)NCNS2(=O)=O
 : -11 | -2 | 1 | -10 | . | -10 | 3 | -0.41 | -8
> CCCN(CCC)C(=O)Cc1ccc(F)cc1
 : -4 | -6 | 1 | -6 | 8 | -8 | -11 | -0.19 | -68
> COc1cnc(SC)nc1Nc1ccc(C#N)cc1
 : -11 | -12 | -4 | -1 | -3 | -14 | 10 | -0.13 | -12
> COc1ccccc1NC(=O)Cn1cnc2c(nnn2-c2ccc(C)cc2)c1=O
 : -22 | -9 | 2 | -8 | -2 | -5 | -6 | 0.066 | -41
> Cc1ccccc1OCC(O)Cn1c(Br)nc2c1c(=O)[nH]c(=O)n2C (stereo unspecified)
 : -24 | -5 | -3 | -2 | -4 | -12 | -6 | -0.098 | .
> Cc1c(CC=C(Cl)Cl)c(=O)[nH]c2c(C)cccc12
 : -6 | -16 | 2 | -2 | -5 | -6 | 2 | 0.03 | 2
> CCCCN(Cc1ccccc1)S(=O)(=O)c1cc(Br)cc2c1N(C(C)=O)C(C)C2 (stereo unspecified)
 : -3[20 µM] | -13 | -17 | -23 | -11 | 8 | -9 | . | 5
> COc1ccccc1C(=O)Nc1cccc(NC(C)=O)c1
 : -9 | 1 | -24[fluorescence artefact?] | -9 | 1 | 4 | -2 | -1.1 | 10

New compounds follow:
Every second line gives: Furin inh | NCF1 inh | eIF4E-4G inh | hK5 inh | thrombin 1536 | EBV gp42 block | 14-3-3 Bad PPI | KCC2 mod | Rad51 HR inh
> COCC(C)N=C1NN=C(c2cccs2)C(CC(=O)O)S1 (stereo unspecified)
 : -5 | -7 | 2 | 2 | -3 | -13 | -12 | -0.53 | 13
> COc1ccc(NC(=O)c2cccnc2N2CCCCC2)cc1
 : -14[20 µM] | -5 | -4 | -26 | 2 | -23 | 13 | 1.7 | 3
> CCc1ccc(N2C(=O)CC(N3CCN(c4ccccn4)CC3)C2=O)cc1 (stereo unspecified)
 : -18 | -9 | 0 | 4 | 1 | -4 | 1 | 0.56 | 18
> Oc1c(C(Nc2ccccn2)c2cccnc2)cc(Cl)c2cccnc12 (stereo unspecified)
 : -16 | 7 | -2[fluorescence artefact?] | -101 | -3 | 9 | 0 | -0.97 | -1
> COc1ccc(-n2c(-c3cc(-c4ccccc4)sc3N)n[nH]c2=S)cc1
 : -22 | 19 | -4 | 2 | 0 | 5 | 6 | 0.64 | 11
> CCCCCCC(C)OC(=O)c1ccccc1C(=O)O (stereo unspecified)
 : 4 | -13 | 5 | -4 | -3 | -13 | 4 | -0.69 | 5
> COC(=O)c1cc(C(=O)OC)n(Cc2ccc(F)cc2)c1C
 : -33 | -5 | 11 | . | -11 | -6 | -7 | -2 | .
> O=C(OCc1nc2ccccc2s1)c1cccs1
 : -23[20 µM] | -10 | -5 | -15 | 4 | -17 | 4 | 0.061 | -8
> O=C(/C=C/c1ccc2c(c1)OCO2)Nc1nncs1
 : -13 | 3 | 2 | 1 | 0 | -13 | 3 | -0.091 | 2
> CCc1nnc(NC(=O)c2ccc(N3C(=O)CCC3=O)cc2)s1
 : -16 | -13 | 1 | 0 | 0 | -7 | -3 | 1.2 | -11
> Cc1cccc(C)c1-n1nnnc1-c1cnccc1C(F)(F)F
 : -12 | -12 | 4 | -4 | 1 | -7 | -8 | -0.25 | 9
> CCCOc1ccc(C(=O)Nc2cc(-c3nn4c(C)nnc4s3)ccc2C)cc1
 : -29 | -13 | 0 | -3 | 0 | -24 | 30[fluorescence artefact?] | -0.64 | -9
> CCO[C@@H]1OC(C(N)=O)=C[C@H](c2ccc(C(F)(F)F)cc2)[C@H]1CCCO
 : -22 | 3 | 1 | -3 | -4 | -7 | -3 | 1.1 | 3
> COc1cc(/C=N/NC(=O)C(=O)NCc2cccnc2)ccc1O
 : -2 | -7 | 6 | 2 | -6 | 6 | -1 | 0.44 | 5
> CC(C(=O)Nc1cccc(S(=O)(=O)N2CCOCC2)c1)N1CCN(C/C=C/c2ccccc2)CC1 (stereo unspecified)
 : -9 | -8 | -1 | 0 | . | -19 | -4 | 0.48 | -2

(next part)
Every second line gives: Furin inh | NCF1 inh | eIF4E-4G inh | hK5 inh | thrombin 1536 | EBV gp42 block | 14-3-3 Bad PPI | KCC2 mod | Rad51 HR inh
> CC(C(=O)Nc1ccc(N2CCOCC2)cc1)N1C(=O)c2ccccc2C1=O (stereo unspecified)
 : -27 | 0 | 0 | 5 | -5 | -3 | 7 | 0.74 | 4
> O=C(NNC(=O)c1ccccc1[N+](=O)[O-])c1ccco1
 : -14 | -2 | -4 | 2 | -1 | -1 | -5 | -0.2 | .
> CC1CC(C)CN(CC(O)COc2ccc3c(c2)CCC3)C1 (stereo unspecified)
 : -19 | -2 | 5 | -1 | 2 | -7 | -18 | -0.08 | .
> O=C(Cc1ccc(F)cc1)OCC(=O)c1cc2ccccc2o1
 : -5 | -19 | -4[fluorescence artefact?] | -6 | 6 | -6 | -16 | -2 | 7
> CC(=O)N1CCN(CC(=O)Nc2cc([N+](=O)[O-])ccc2Cl)CC1
 : -24 | 1 | 5 | . | -3 | 1 | -3 | 1.3 | .
> CCOc1ccc(N(CC(=O)NC(C)(C)C)C(=O)c2ccco2)cc1
 : -19 | -6 | -6 | 1 | -5 | -16 | 4 | -0.49 | 0
> O=C(NCCc1ccc(Cl)cc1)C1CCCN(S(=O)(=O)c2cnc[nH]2)C1 (stereo unspecified)
 : -15 | -8 | 6 | -7 | -7 | -3 | 4[fluorescence artefact?] | . | 3
> CCCCn1cnc2cc(NCc3cccc(OC)c3O)ccc21
 : -18 | -9 | 1 | -1 | 1 | 5 | -10 | -0.036 | -6
> N=C1C=CC=C2C1=NC1(CCCCC1)N2O
 : -14 | -17 | 4[fluorescence artefact?] | 98* | 104* | -1 | -4[fluorescence artefact?] | . | 0
> O=C(N/N=C1\CC(c2ccccc2)Oc2ccccc21)c1cccnc1 (stereo unspecified)
 : -22 | 4 | 2 | -1 | -8 | -4 | -15 | 0.86 | 3
> CN1CCN(c2oc(COc3ccc(-c4ccccc4)cc3)nc2C#N)CC1
 : 12[20 µM] | 2 | 3 | 18 | -7 | 0 | 1 | 0.19 | 1
> CCOC(=O)N1CCN(S(=O)(=O)c2ccc3c(c2)OCC(=O)N3)CC1
 : -4 | -9 | 4 | -11 | -13 | -24 | 11 | 1.1 | 5
> CN(C)C(=O)Nc1ccccc1
 : -37 | -10 | 1 | 6 | -5 | -7 | 1 | 0.97 | -2
> NC1=NC(c2cccc(O)c2)n2c(nc3ccccc32)N1 (stereo unspecified)
 : -18 | -9 | 1 | -13 | -9 | 18 | -18 | . | -1
> O=C(CSc1ccccc1C(=O)O)NCc1ccc(Cl)cc1
 : -29 | -12 | 7[fluorescence artefact?] | -9 | 0 | -16 | 0 | -0.44 | 12

Quoted at random: 3 entries already listed
Every second line gives: Furin inh | NCF1 inh | eIF4E-4G inh | hK5 inh | thrombin 1536 | EBV gp42 block | 14-3-3 Bad PPI | KCC2 mod | Rad51 HR inh
> CN(C)C(=O)Nc1ccccc1
 : -37 | -10 | 1 | 6 | -5 | -7 | 1 | 0.97 | -2
> CCOc1ccc(N(CC(=O)NC(C)(C)C)C(=O)c2ccco2)cc1
 : -19 | -6 | -6 | 1 | -5 | -16 | 4 | -0.49 | 0
> CC1CC(C)CN(CC(O)COc2ccc3c(c2)CCC3)C1 (stereo unspecified)
 : -19 | -2 | 5 | -1 | 2 | -7 | -18 | -0.08 | .

Going on with the list:
Every second line gives: Furin inh | NCF1 inh | eIF4E-4G inh | hK5 inh | thrombin 1536 | EBV gp42 block | 14-3-3 Bad PPI | KCC2 mod | Rad51 HR inh
> O=C(NNc1c2ccccc2nc2ccccc12)c1ccc(O)cc1
 : -24 | -13 | -3[fluorescence artefact?] | 0 | -1 | -22 | -10[fluorescence artefact?] | -1.1 | -4
> CCOC(=O)C1=C(N)N(c2ccccc2)C(=O)C1
 : -14[20 µM] | -12 | -1 | 13 | 2 | -16 | -13 | 0.21 | -5
> CCN1C=C(C(=O)OC)C(c2cccc(C)c2)C(C(=O)OC)=C1
 : -84 | -6 | 2 | -63 | -17 | -2 | 7 | 1.1 | 7
> CCOc1ccc(C(=O)NCCc2ccc3c(c2)OCCO3)cc1
 : -24 | 0 | -3 | -2 | -5 | -8 | -5 | -1.1 | 8
> CCOc1ccc(/C=C/C(=O)NCc2ccccc2)cc1
 : -15 | -13 | 1 | -26 | -2 | -10 | -3 | -0.15 | .
> CCCC(=O)NC(NC(=S)Nc1ccc(N=Nc2ccccc2)cc1)C(Cl)(Cl)Cl (stereo unspecified)
 : -32 | -2 | -2 | 2 | -3 | -11 | -5[fluorescence artefact?] | -0.5 | -2
> O=C(Nc1cccc(C(F)(F)F)c1)C1CCN(S(=O)(=O)c2cnc[nH]2)CC1
 : -8 | 3 | -4[fluorescence artefact?] | 5 | -7 | -7 | -6[fluorescence artefact?] | -0.45 | 7
> O=C(CN1CCc2ccccc2C1)Nc1ccc(Br)cc1
 : -11[20 µM] | -6 | -8 | -2 | -5 | 7 | -3 | 1.4 | 5
> COc1cc(C2c3c(oc4ccccc4c3=O)C(=O)N2Cc2ccco2)ccc1O (stereo unspecified)
 : -23[20 µM] | -12 | 2 | 1 | -1 | -11 | -3[fluorescence artefact?] | 0.15 | -5
> COc1ccc(C)cc1NC(=O)C(OC(=O)c1ccc([N+](=O)[O-])o1)c1ccccc1 (stereo unspecified)
 : -5 | -56 | -9[fluorescence artefact?] | -15 | -8 | 5 | -5 | -0.96 | 5

Bioassay records from PubChem.
